Source: PubChem BioAssay (National Center for Advancing Translational Sciences (NCATS))
UDG counter = blocks uracil-DNA glycosylase in AID counter-screen; FRET deamination/UDG coupled assay, UDG read, 4 h; Potency, µM (series often up to 115 µM), inactives show at the highest dose activity change, negative = inhibition, most hits filed as inhibitors; 0.14% of 91,000 active; AID 1347430; also: nearly all actives have a fitted effect of over 65% in size
AID inhibitor = inhibitors of human activation induced cytidine deaminase; Q9GZX7; AID deamination FRET fluorescence, UDG-coupled, 4 h; Potency, µM (doses to about 115 µM), for the others: at the highest dose activity change, negative = inhibition, usual class: inhibitors; 0.32% of 91,000 active; AID 1347428; also: nearly all actives have a fitted effect of over 25% in size
Target sequence (Q9GZX7 whole entry, looked up): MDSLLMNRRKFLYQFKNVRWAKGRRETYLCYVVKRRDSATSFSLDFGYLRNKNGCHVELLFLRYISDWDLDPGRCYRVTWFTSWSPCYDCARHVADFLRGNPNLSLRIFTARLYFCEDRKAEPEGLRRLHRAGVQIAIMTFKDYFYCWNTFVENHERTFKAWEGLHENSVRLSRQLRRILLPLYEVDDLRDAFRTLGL
* hit, by the source's call; u = inconclusive; [ ] = remark or other dose. Calls follow the shape of the dose curve; as a rule, active = well fitted curve in the direction sought with a large enough effect; inconclusive = small, poorly fitted or top-dose-only effect, or another doubt; inactive = no such curve, though single readings can be large; an effect the other way counts as inactive or inconclusive. % is scaled to controls: 0 for no effect and ±100 for the full control effect; potency is read from the fitted curve at half-maximal effect. A portion of the library; count on the stated rates, not on these rows.

SMILES	UDG counter	AID inhibitor
CCOc1ccc(-c2cn3c(n2)sc2cc(C(=O)NCCCN(CC)CC)ccc23)cc1	-15.4%	-25.5%
CC(=O)Oc1ccc(C2C(C#N)=C(N)OC3=C2C(=O)CC(C)(C)C3)cc1 (stereo not drawn)	-3.9%	-5.4%
CCOc1ccccc1CNC(=O)c1oc2c(c1C)-c1[nH]ncc1CC2	2.8%[57.5 µM]	33.3%[activator]
CC1CCN(C(=O)c2cc3c(F)cccc3s2)CC1	-2.4%	0.0%
FC(F)(F)c1cccc2c(Cl)ccnc12	-1.0%	3.3%
CNS(=O)(=O)c1cn(CC(=O)N2CCN(c3ccc(Cl)cc3)CC2)cc1S(=O)(=O)NC	u	-2.7%
COC(=O)COc1ccc2c3c(c(=O)oc2c1)CCC3	1.7%	0.3%
Cc1ccc(NC(=O)CN2C(=O)COc3ccc(S(=O)(=O)N4CCCCCC4)cc32)cc1Cl	5.3%	-5.2%
O=C(c1ccccc1)C1CCN(c2ncc(C(F)(F)F)cc2Cl)CC1	-16.0%	-16.3%
CC1CCc2c(nc3ccc4ccccc4c3c2-c2ccccc2O)C1 (stereo not drawn)	-7.4%	0.3%
Cc1ccc(C)c(Cn2c(-c3cccs3)nc3ccccc32)c1	-17.9%[57.5 µM]	u
CN(C)C(=O)c1ccc2c(c1)N(CC(=O)NCc1ccc(F)cc1)C(=O)C1CCCCN21 (stereo not drawn)	10.4%	2.8%
N#Cc1ccccc1COc1ccc(C(=O)c2ccc(F)cc2)cc1	-2.7%	-17.5%
COc1ccc(-c2ccc(=O)n(CC(=O)N3CCCC3)n2)c(F)c1	-10.2%	-1.4%
CC(C)(C)NC(=O)/C(=C\c1ccc(-c2ccc(Cl)cc2Cl)o1)NC(=O)c1ccccc1	-3.2%	-10.2%
CC(=O)c1ccc(NC(=O)Cn2c(=O)oc3cc(S(=O)(=O)N4CCCCC4)ccc32)cc1	8.8%	5.3%
Cc1ccc(-n2ncc(C(=O)NCc3ccco3)c2C2CCN(C(=O)OC(C)(C)C)CC2)c(C)c1	-19.4%	u
COc1ccccc1OCC(=O)Nc1ccc2oc(C)nc2c1	-7.7%	-3.4%
COc1ccc(-c2cc(C)no2)cc1S(=O)(=O)N1CCOc2ccc(Cl)cc21	-7.3%	4.4%
CCCNc1c(NC(=O)c2ccc(OC)c(OC)c2)c(=O)oc2ccccc12	6.5%	-1.3%
CC(=O)c1ccc(NC(=O)CC2Nc3cc(C)c(C)cc3NC2=O)cc1 (stereo not drawn)	-2.5%	35.3%[activator]
CCOc1ccc(C(=O)CC2(O)C(=O)Nc3ccccc32)cc1 (stereo not drawn)	-18.9%	-4.3%
CCN1CCC(N(Cc2ccc3c(c2)OCO3)C(=O)Nc2cccc(C)c2C)CC1	-5.3%	-13.7%
CC(C)C(=O)N1N=C(c2ccc(NS(C)(=O)=O)cc2)CC1c1ccc(F)cc1 (stereo not drawn)	8.6%	-4.7%
CN(C)CCCN(Cc1ccccc1)C(=O)c1nn(C)c(=O)c2ccccc12	-5.5%	-13.5%
Later entries
SMILES	UDG counter	AID inhibitor
COc1ccc(NC(=O)COc2ccc3c(C)c(C)c(=O)oc3c2)cc1OC	-0.1%	-4.5%
Cc1ccc(S(=O)(=O)N[C@@H](Cc2ccccc2)C(=O)CCl)cc1	-2.8%	-14.2%
COc1ccc(N2CCN(C(=O)Cc3c(C(=O)O)c(C)cn3C)CC2)cc1	0.2%	32.2%[activator]
CN1CCOC(CNC(=O)Cc2ccccc2F)C1 (stereo not drawn)	-1.3%	-3.7%
O=c1cc(CCl)c2c(ccc3ccccc32)o1	8.9%	-15.9%
N#CCCN(CCC#N)C(=O)c1cccs1	6.1%	3.0%
COc1cccc(-c2nc(CS(=O)(=O)CC(=O)Nc3ccc(C)c(Cl)c3)c(C)o2)c1	u	8.5%
Cc1cc(C)c(C(=O)CCCC(=O)O)c(C)c1	3.9%	1.6%
NC(=S)N/N=C1\CCCc2ccccc21	-3.2%	1.3%
O=C(N/N=C\c1cccs1)c1cnccn1	-4.0%	-1.5%
CC(=O)c1cccc(Nc2nc(-c3ccccc3)nc3ccccc23)c1	-1.8%	4.0%
COc1ccc(N=C2NN=C(c3cc(C)n(CC4CCCO4)c3C)CS2)cc1 (stereo not drawn)	-6.0%	38.9%[activator]
CCCN1CCN(CCNC(=O)Nc2cc(OC)cc(OC)c2)CC1	10.1%	-1.3%
CC(C)CCn1c(Cl)nc2c1c(=O)n(C)c(=O)n2C	-11.9%	-5.8%
Cc1cc(C)c(NC(=O)COc2ncnc3ccccc23)c(C)c1	3.1%	1.2%
COCCNC(=O)Cn1ncc2c(C)n(Cc3ccc(C)cc3)c(C)c2c1=O	3.2%	-7.7%
O=C(Nc1ccccc1C(F)(F)F)N1CCN(c2ccc3nnc(-c4ccc(F)cc4)n3n2)CC1	7.1%	-9.3%
N#Cc1ccc(Cl)cc1NC(=O)COC(=O)c1cccc(S(=O)(=O)N2CCCCCC2)c1	-10.0%	-10.5%
c1ccc(Cn2ccnc2)c(CNC2CCCCCC2)c1	-7.0%	22.7%
CCOc1ccc(-c2cn3c(n2)sc2cc(C(=O)N4CCCC(C)C4)ccc23)cc1 (stereo not drawn)	-10.2%	-19.1%
O=C(CCc1nc2ccccc2[nH]c1=O)OCc1cccc(Cl)c1	0.2%	-1.2%
COc1ccccc1CNC(=O)CCC1N=C2c3ccccc3N=C(SCC(=O)NCCc3ccc(OC)c(OC)c3)N2C1=O (stereo not drawn)	u	-2.1%
Cc1csc2nc(COC(=O)c3cccc(NC(=O)c4cccc(Cl)c4)c3)cc(=O)n12	-3.7%	70.5%[activator]
Cc1ccc(Nc2nc(NCCCc3ccccc3)nc3nccnc23)cc1	-0.3%	0.6%
CC(c1ccc(Cl)cc1)N(C)C(=O)CCc1ncc(-c2ccc(Cl)cc2)o1 (stereo not drawn)	-7.8%	-24.7%

Single records (already shown). Screens in order: UDG counter, AID inhibitor
CCOc1ccc(-c2cn3c(n2)sc2cc(C(=O)N4CCCC(C)C4)ccc23)cc1 (stereo not drawn) reads -10.2%, -19.1%
O=C(CCc1nc2ccccc2[nH]c1=O)OCc1cccc(Cl)c1 reads 0.2%, -1.2%
CCCN1CCN(CCNC(=O)Nc2cc(OC)cc(OC)c2)CC1 reads 10.1%, -1.3%
O=c1cc(CCl)c2c(ccc3ccccc32)o1 reads 8.9%, -15.9%
N#Cc1ccc(Cl)cc1NC(=O)COC(=O)c1cccc(S(=O)(=O)N2CCCCCC2)c1 reads -10.0%, -10.5%

More records follow.
SMILES	UDG counter	AID inhibitor
CCC(=O)N1CCc2cc(Br)cc(S(=O)(=O)NCc3ccc(Cl)cc3)c21	-1.0%	-18.8%
CCOc1ccccc1NS(=O)(=O)c1c(C)cc(C)cc1C	-2.6%	-0.4%
O=C(O)CCC(=O)c1cccnc1	1.1%	9.2%
CCCCc1nn2c(=O)cc(COC(=O)c3ccc(NC(=O)CCc4ccccc4)cc3)nc2s1	-10.7%	10.4%
CC(C)(C)C1CCC(OCC(O)CN(CCO)CCO)CC1 (stereo not drawn)	-16.6%	-8.4%
N#CCCN1CCN(C(C(=O)O)c2cn(CC(=O)O)c3ccc(Br)cc23)CC1 (stereo not drawn)	11.2%	6.5%
COc1ccc(Oc2c(C)oc3cc(O)ccc3c2=O)cc1	4.6%	-1.3%
CC(=O)c1ccccc1NC(=O)CCc1ncc(-c2c(F)cccc2F)o1	-8.3%	0.7%
CN(C)c1ccc(C(CNC(=O)c2ccccc2C(F)(F)F)N2CCOCC2)cc1 (stereo not drawn)	9.5%	-0.3%
Cc1ccc(N2C(=O)[C@@H]3CSC(c4ccc(C(F)(F)F)cc4)N3C2=O)cc1 (stereo partly drawn)	1.8%	6.6%
CCC(Cn1nnc2ccccc2c1=O)NC(=O)Nc1ccc(C)cc1 (stereo not drawn)	0.9%[57.5 µM]	2.9%
CCCCOCCCNC(=O)c1cc(-c2ccncc2)nc2ccccc12	3.6%	2.1%
Fc1ccc(-n2ncc3c(NC4CCCC4)ncnc32)cc1	2.2%	-7.1%
Cc1nc2c3ccccc3nn2c(C)c1CCC(=O)Nc1cccc(F)c1	-2.9%	0.1%
O=C(NC1CCS(=O)(=O)C1)C1CCN(C2=NS(=O)(=O)c3ccccc32)CC1 (stereo not drawn)	5.4%	3.1%
COc1cccc(CNC(=O)C(NS(=O)(=O)c2ccc3c(c2)oc(=O)n3C)C(C)C)c1 (stereo not drawn)	22.3%	12.8%
CCc1cccc(CC)c1NC(=O)c1c(C)oc2ccc(O)c(CN3CCOCC3)c12	44.9%[activator]	10.4%
COc1ccc(OC)c(CNC(=O)c2ccc(N3Cc4ccccc4Oc4ncccc43)s2)c1	0.4%	6.5%
Cc1nc(CCNC(=O)N2CCN(Cc3ccco3)CC2)cs1	9.0%	0.9%
Cc1ccc(C(=O)OCC(=O)c2ccco2)s1	-3.0%	20.2%
CNC(=S)N/N=C1/CCCCC1C (stereo not drawn)	-2.6%	-6.3%
CCc1cccc(OCC(=O)Nc2ccc(S(=O)(=O)Nc3ncccn3)cc2)c1	0.0%	-5.3%
CC(Sc1nccn1C)C(=O)Nc1ccccc1C#N (stereo not drawn)	0.3%	30.7%[activator]
COc1cc2nc(NCc3ccc(C)cc3)n3nc(-c4ccccc4)nc3c2cc1OC	-18.6%	-1.8%
CCOc1cc(C#N)ccc1OC(=O)c1ccccc1OC	-6.1%	-4.0%

Arranged by the number under AID inhibitor (high to low): 3 from the list above.
molecule	AID inhibitor
O=C(NC1CCS(=O)(=O)C1)C1CCN(C2=NS(=O)(=O)c3ccccc32)CC1 (stereo not drawn)	3.1%
CCCCOCCCNC(=O)c1cc(-c2ccncc2)nc2ccccc12	2.1%
CCOc1cc(C#N)ccc1OC(=O)c1ccccc1OC	-4.0%

The main list resumes; the two compounds before the break are reprinted first.
SMILES	UDG counter	AID inhibitor
COc1cc2nc(NCc3ccc(C)cc3)n3nc(-c4ccccc4)nc3c2cc1OC	-18.6%	-1.8%
CCOc1cc(C#N)ccc1OC(=O)c1ccccc1OC	-6.1%	-4.0%
CCCCS(=O)CSc1nc(-c2cccs2)cc(-c2ccccc2)c1C#N (stereo not drawn)	-3.7%	-14.8%
COc1ccc(CN(Cc2ccco2)c2cnc(S(C)(=O)=O)nc2C(=O)Nc2ccc(F)cc2)cc1	3.2%	3.7%
COc1ccc(CN2CCCN(CC(=O)Nc3ccc4c(c3)OCCO4)S2(=O)=O)cc1	9.4%	-27.9%
CCOC(=O)c1ccc(NC(=O)CC2C(=O)N(c3cccc(C)c3)C(=O)N2CCOC)cc1 (stereo not drawn)	-27.9%	10.8%
COc1ccc(CNC(=O)CN(C)c2nn3c(=O)cc(C)nc3s2)cc1	7.6%	23.0%
Cn1c(=O)c2c(nc(CN3CCN(Cc4ccccc4)CC3)n2CCCc2ccccc2)n(C)c1=O	-12.7%	-19.3%
O=C(CN1C(=O)NC(Cc2c[nH]c3ccccc23)C1=O)Nc1ccccc1F (stereo not drawn)	-2.5%	-3.0%
CCOC(=O)c1ccc(NC(=O)CC2Nc3ccccc3NC2=O)cc1 (stereo not drawn)	-0.8%	-2.5%
Cc1nc2ccc(C(=O)N(C)Cc3ccc(C(N)=O)cc3)cc2nc1C	1.2%	4.0%
COc1cccc(NC(=O)C2CCCN(c3ncnc4onc(-c5ccc(F)cc5)c34)C2)c1 (stereo not drawn)	0.7%	u
CCc1ccc(C(=O)NCC(C)C)o1	-8.3%	-4.8%
CCCCCOc1ccc(/C=C/C(=O)O)cc1	-3.2%	-4.9%
CCOc1ccccc1OCCCn1c(-c2ccc(Cl)cc2)nc2ccccc2c1=O	-5.3%	3.1%

Grouped by structure: the compounds so far containing a CF3 group
SMILES	UDG counter	AID inhibitor
FC(F)(F)c1cccc2c(Cl)ccnc12	-1.0%	3.3%
O=C(c1ccccc1)C1CCN(c2ncc(C(F)(F)F)cc2Cl)CC1	-16.0%	-16.3%
O=C(Nc1ccccc1C(F)(F)F)N1CCN(c2ccc3nnc(-c4ccc(F)cc4)n3n2)CC1	7.1%	-9.3%
CN(C)c1ccc(C(CNC(=O)c2ccccc2C(F)(F)F)N2CCOCC2)cc1 (stereo not drawn)	9.5%	-0.3%
Cc1ccc(N2C(=O)[C@@H]3CSC(c4ccc(C(F)(F)F)cc4)N3C2=O)cc1 (stereo partly drawn)	1.8%	6.6%
